Source: PubChem BioAssay (Broad Institute)
LGR2 inh: inhibitors of bursicon-induced Drosophila LGR2 receptor cAMP signaling; 0.35% of 380,000 active; inhibition, % at 9.99 µM; HEK293 LGR2, CRE-luciferase, bursicon-stimulated, 4 h; AID 720647;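 active means drop in luminescence signal, shown as inhibition above about 50% in the replicate tests, limit read from the data, passing the limit was not always enough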;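 further: agonist challenge used bursicon conditioned medium at about half maximal strength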
S100A4 MyoIIA: blocks human S100A4 binding to myosin IIA peptide | AID 652163 | 0.14% of 360,000 active | inhibition, % at 10.7 µM | P26447 | S100A4/TAMRA-MyoIIA peptide fluorescence polarization;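 active means mean inhibition of at least 70% across replicates, with every replicate also reaching that level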
Target sequence (P26447 whole entry, looked up): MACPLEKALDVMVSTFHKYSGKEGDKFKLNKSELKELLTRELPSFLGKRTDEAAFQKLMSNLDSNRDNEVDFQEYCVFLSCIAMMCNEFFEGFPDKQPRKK
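Test system: S100A4 monomer protein; Medium: HEPES pH 7.2 with CaCl2, KCl, NaCl, DTT, Triton; Probe or stimulus: TAMRA-labelled myosin IIA heavy-chain peptide probe, 5 nM; Doses: one dose per compound; Times: polarization read 5 min after assay mix addition, stable 5–60 min; Benchmarks: neutral control DMSO, positive control TFP.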
PGC1a acetyl inh: PGC1a acetylation modulation, inhibitor mode; U2OS PGC1a acetylation, AlphaScreen anti-acetyl-lysine; with virally co-expressed GCN5 acetyltransferase; inhibition, % at 15.6 µM; 0.17% of 350,000 active; AID 651687;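 active means every replicate shows inhibition of at least 40%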;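 further: 0% = neutral control wells and 100% = positive control wells; some results beyond the cut were filed as inactive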
PAX8 reporter: inhibitors of PAX8 transcriptional activity in RMG-I cells | RMG-I TPO-luciferase reporter, SteadyGlo, 24 h | inhibition, % at 12.6 µM | 1.2% of 360,000 active | AID 652154;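 active means mean replicate inhibition at least 60% with every replicate also reaching 60%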;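 further: luciferase light reporting Pax8 driven TPO promoter activity; plate controls were median of neutral control wells for no effect and mitoxantrone controls for full effect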
ERAP1 inh: ERAP1 (human) enzyme inhibition; 0.15% of 340,000 active; inhibition, % at 10.7 µM; Q9NZ08; AID 652197; recombinant ERAP1, Leu-AMC fluorescence, 60 min;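 active means mean replicate inhibition of at least 30%, or all replicates individually reaching that 30% level; inactive means mean below 30% and not every replicate reaching it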;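 further: 0% = neutral control wells and 100% = L-leucinethiol positive control wells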
Target sequence (Q9NZ08 whole entry, looked up): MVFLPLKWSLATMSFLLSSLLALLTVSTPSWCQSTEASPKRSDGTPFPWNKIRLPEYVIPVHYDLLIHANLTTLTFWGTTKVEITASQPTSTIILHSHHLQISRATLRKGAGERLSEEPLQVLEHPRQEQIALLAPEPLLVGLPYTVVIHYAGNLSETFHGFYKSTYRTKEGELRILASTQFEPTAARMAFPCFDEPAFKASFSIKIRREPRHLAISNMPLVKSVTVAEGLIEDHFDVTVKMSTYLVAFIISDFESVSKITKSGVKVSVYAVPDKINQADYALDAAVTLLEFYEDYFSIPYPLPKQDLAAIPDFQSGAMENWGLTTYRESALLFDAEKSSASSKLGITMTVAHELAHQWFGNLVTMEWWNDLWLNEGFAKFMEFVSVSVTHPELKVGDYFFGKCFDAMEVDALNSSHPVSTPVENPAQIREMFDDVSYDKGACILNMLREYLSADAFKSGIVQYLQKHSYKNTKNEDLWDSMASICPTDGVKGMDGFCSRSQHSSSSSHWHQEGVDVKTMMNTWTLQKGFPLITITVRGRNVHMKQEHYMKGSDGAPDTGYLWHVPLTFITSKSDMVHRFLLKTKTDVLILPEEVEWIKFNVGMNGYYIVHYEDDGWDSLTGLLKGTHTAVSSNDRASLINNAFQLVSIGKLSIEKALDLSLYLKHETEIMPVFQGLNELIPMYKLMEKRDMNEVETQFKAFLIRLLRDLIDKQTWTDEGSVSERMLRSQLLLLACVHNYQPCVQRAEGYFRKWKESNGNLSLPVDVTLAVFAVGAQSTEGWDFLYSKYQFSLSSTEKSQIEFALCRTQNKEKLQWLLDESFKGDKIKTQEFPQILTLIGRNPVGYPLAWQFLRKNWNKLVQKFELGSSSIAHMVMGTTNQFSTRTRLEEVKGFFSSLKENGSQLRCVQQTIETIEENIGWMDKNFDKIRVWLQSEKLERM
PglD DTNB: blocks C. jejuni PglD acetyltransferase activity; purified PglD enzyme, DTNB colorimetric CoA detection; inhibition, % at 12.5 µM; 0.098% of 360,000 active; AID 602405; in the data active means inhibition above about 16%, passing the limit was not always enough; further: strong numbers were not always called active
FN deposition inh: fibronectin deposition inhibition; AH1F fibroblasts, Alexa488-fibronectin deposition fluorescence, overnight; inhibition, % at 12.6 µM; 0.086% of 350,000 active; AID 743247;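 active means mean inhibition across replicates of 30% or more, regardless of how many single replicates reach that level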;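 further: positive control wells lacked labelled fibronectin entirely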
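test system = AH1F fibroblasts assembling fluorescent fibronectin matrix | quantity = 10000 AH1F cells per well | buffer or medium = DMEM plus 2% serum, read in PBS | doses = single dose, pinned | incubation = 1 h cell attachment, overnight exposure to compound and label | detection = fluorescence at 485 nm excitation, 525 nm emission | read-out basis = inhibition from reduced deposited-fibronectin fluorescence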
EWS-Fli block: EWS/Fli transcriptional activity inhibition; 0.67% of 350,000 active; inhibition, % at 12.6 µM; A673 NR0B1-luciferase reporter, viability-normalised;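 active means mean inhibition of at least 50% after viability correction, with every replicate also passing that limit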;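 further: firefly luciferase signal divided by Alamar Blue viability fluorescence both relative to DMSO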
An asterisk follows results filed as active; & = joins results of further samples.

`O=C(NCCNc1ccc([N+](=O)[O-])cc1)c1ccc(Cl)cc1` gave LGR2 inh -49, S100A4 MyoIIA 2, PAX8 reporter 2, ERAP1 inh -1, FN deposition inh -2 and EWS-Fli block -5.
CN(C)CCCOc1ccc(-c2ccc3nccn3c2)cn1 was read as LGR2 inh -7, S100A4 MyoIIA 2, PGC1a acetyl inh -2, PAX8 reporter -9, ERAP1 inh 0, PglD DTNB -5, FN deposition inh -1 and EWS-Fli block 1.
COc1ccc(NC(=O)c2ccc(Cl)c(S(=O)(=O)NCC3CCCO3)c2)c(OC)c1 (stereo unspecified) was read as LGR2 inh -6, S100A4 MyoIIA 1, PAX8 reporter 12, ERAP1 inh -2, PglD DTNB -4 and EWS-Fli block 10.
`O=C(c1cccs1)N1C[C@@H](O)[C@H](n2cc(-c3ccc(F)cc3)nn2)C[C@@H]1c1ccccc1` gave LGR2 inh 1, S100A4 MyoIIA -1, PGC1a acetyl inh 8, PAX8 reporter 17, ERAP1 inh 1, PglD DTNB 0, FN deposition inh -11 and EWS-Fli block 1.
For CC1(C(=O)O)CCN1C(=O)COc1ccc(Cl)cc1 (stereo unspecified) the results were LGR2 inh 1, S100A4 MyoIIA 9, PGC1a acetyl inh 11, PAX8 reporter -18, ERAP1 inh 8, PglD DTNB -4 and EWS-Fli block -6.
For Cc1cc(NC(=O)Cn2c(=O)oc3ccc(Cl)cc32)no1 the results were LGR2 inh 12, S100A4 MyoIIA -6, PGC1a acetyl inh -1, PAX8 reporter -9, ERAP1 inh 2, PglD DTNB 0 and FN deposition inh 2.
CC(C)NC(=O)NCC[C@H]1CC[C@H](NC(=O)CN(C)C)[C@@H](CO)O1 was read as LGR2 inh -21, S100A4 MyoIIA 15, PGC1a acetyl inh -16, PAX8 reporter -1, ERAP1 inh 0, PglD DTNB -2, FN deposition inh -3 and EWS-Fli block 7.
`CN(C)C(=O)c1ccc(-c2ccc3c(c2)[C@H]2[C@H](CCN2C(=O)c2ccccc2F)[C@@H](CO)N3)cc1` gave LGR2 inh -9, PGC1a acetyl inh 1, PAX8 reporter 15, PglD DTNB 0, FN deposition inh 6 and EWS-Fli block 4.
CCc1cc[n+](C(C(=S)Nc2cccc(C)c2)=C([O-])c2ccc(C)c([N+](=O)[O-])c2)cc1 was read as LGR2 inh -44, S100A4 MyoIIA -6, PGC1a acetyl inh 0, PAX8 reporter -15, ERAP1 inh -4, PglD DTNB -4, FN deposition inh -10 and EWS-Fli block -27.
Screening Cc1ccc(Cn2ccsc2=NC(=O)COC(=O)C(C)C)cc1 returned LGR2 inh -7, S100A4 MyoIIA -4, PAX8 reporter 38, ERAP1 inh 2, PglD DTNB 2, FN deposition inh -3 and EWS-Fli block -1.
CCC(=O)Nc1ccc2c(c1)C(=O)N(C)C[C@H](OC)[C@H](C)CN[C@H](C)CO2 was read as LGR2 inh -3, S100A4 MyoIIA -5, PGC1a acetyl inh 8, ERAP1 inh 3, PglD DTNB 0, FN deposition inh 8 and EWS-Fli block -5.
Screening CCNC(=O)C[C@H]1CC[C@@H]2[C@@H](COc3ccc(NC(=O)Nc4ccccc4Cl)cc3C(=O)N2C)O1 returned LGR2 inh -23, S100A4 MyoIIA 7, PGC1a acetyl inh -8, PAX8 reporter 12, ERAP1 inh -1, PglD DTNB 1, FN deposition inh -19 and EWS-Fli block -2.
O=C(O)C[C@@H]1CC[C@@H]2[C@H](COC[C@H](O)CN2S(=O)(=O)c2ccc(F)cc2)O1 was read as LGR2 inh -4, S100A4 MyoIIA 11, PGC1a acetyl inh 0, ERAP1 inh 0, PglD DTNB -2 and FN deposition inh 11.
Screening Cc1ccc(N(C(=O)CCC(=O)Nc2nccs2)C(C(=O)NC(C)(C)C)c2ccc(O)cc2)cc1 (stereo unspecified) returned LGR2 inh -6, S100A4 MyoIIA -2, PGC1a acetyl inh -12, PAX8 reporter 10, ERAP1 inh 1, PglD DTNB 0 and EWS-Fli block 0.
`CC(C)N=c1cc2n(-c3ccc(Cl)cc3)c3ccccc3nc-2cc1Nc1ccc(Cl)cc1` gave S100A4 MyoIIA -12, PGC1a acetyl inh 7, PAX8 reporter 9, ERAP1 inh 1, PglD DTNB -2, FN deposition inh 9 and EWS-Fli block 11.

3 compounds from above, arranged by molecular weight, highest first.
O=C(O)C[C@@H]1CC[C@@H]2[C@H](COC[C@H](O)CN2S(=O)(=O)c2ccc(F)cc2)O1 was read as LGR2 inh -4, S100A4 MyoIIA 11, PGC1a acetyl inh 0, ERAP1 inh 0, PglD DTNB -2 and FN deposition inh 11.
CCC(=O)Nc1ccc2c(c1)C(=O)N(C)C[C@H](OC)[C@H](C)CN[C@H](C)CO2 was read as LGR2 inh -3, S100A4 MyoIIA -5, PGC1a acetyl inh 8, ERAP1 inh 3, PglD DTNB 0, FN deposition inh 8 and EWS-Fli block -5.
For CC1(C(=O)O)CCN1C(=O)COc1ccc(Cl)cc1 (stereo unspecified) the results were LGR2 inh 1, S100A4 MyoIIA 9, PGC1a acetyl inh 11, PAX8 reporter -18, ERAP1 inh 8, PglD DTNB -4 and EWS-Fli block -6.

(listing goes on)
For CO[C@@H]1CN(C)C(=O)c2cc(NS(=O)(=O)c3cccc(Cl)c3)ccc2OC[C@H](C)NC[C@@H]1C the results were LGR2 inh -4, S100A4 MyoIIA -4, PGC1a acetyl inh -10, ERAP1 inh 1, PglD DTNB 3, FN deposition inh 7 and EWS-Fli block -3.
Screening O=C(N[C@@H]1CC[C@@H](CCn2cc(-c3ccccc3)nn2)O[C@@H]1CO)c1ccccc1F returned LGR2 inh -4, S100A4 MyoIIA -49, PGC1a acetyl inh -15, PAX8 reporter -9, ERAP1 inh 1, PglD DTNB 0, FN deposition inh 3 and EWS-Fli block -7.
`CC(C)CC#Cc1ccc2c(c1)O[C@H](CN(C)C(=O)C1CCC1)[C@@H](C)CN([C@@H](C)CO)S2(=O)=O` gave LGR2 inh 3, S100A4 MyoIIA 1, PGC1a acetyl inh 5, ERAP1 inh 1, PglD DTNB 1 and EWS-Fli block 11.
Screening O=C(O)C1CCCCC1C(=O)Nc1cc(C(F)(F)F)ccc1Cl (stereo unspecified) returned LGR2 inh 24, S100A4 MyoIIA -1, PAX8 reporter 14, ERAP1 inh -4 and EWS-Fli block -3.
Screening C[C@@H]1CN([C@H](C)CO)C(=O)Cc2cc(NC(=O)CCCCCC(=O)Nc3ccccc3N)ccc2O[C@H]1CN(C)CC1CCCCC1 returned LGR2 inh 0, S100A4 MyoIIA 1, PGC1a acetyl inh -6, PAX8 reporter 17, ERAP1 inh 2, PglD DTNB 0, FN deposition inh -20 and EWS-Fli block 29.
Screening Cc1ccc2oc(C(=O)Nc3nnc(C)s3)c(C)c2c1 returned PGC1a acetyl inh 14, PAX8 reporter -122, PglD DTNB -7 and FN deposition inh 2.
`O=C(O)c1ccccc1C(=O)N1CCN(S(=O)(=O)c2cccc(C(F)(F)F)c2)CC1` gave LGR2 inh -21, S100A4 MyoIIA -16, PGC1a acetyl inh -5, PAX8 reporter -7, ERAP1 inh 0, PglD DTNB 1, FN deposition inh -12 and EWS-Fli block 5.
For COc1ccc(NC(=O)c2cc3c([nH]c4ccccc43)c(C)n2)cc1 the results were LGR2 inh -6, S100A4 MyoIIA -18, PGC1a acetyl inh -10, PAX8 reporter 10, ERAP1 inh 1, PglD DTNB 2, FN deposition inh 10 and EWS-Fli block -16.
For CCOC(=O)/C(=C(/C)N)C1CC(=O)NC1=O (stereo unspecified) the results were LGR2 inh -12, S100A4 MyoIIA 5, PAX8 reporter 12, ERAP1 inh -4, PglD DTNB -2, FN deposition inh -3 and EWS-Fli block 1.
Screening Cc1ccc(-c2ccc([C@H]3[C@@H](CO)N4CCCCN(C(=O)c5ccncc5)C[C@H]34)cc2)cc1 returned LGR2 inh 16, S100A4 MyoIIA -3, PGC1a acetyl inh -5, PAX8 reporter 2, ERAP1 inh -2 and PglD DTNB 3.
Screening CO[C@H]1CN(C)C(=O)c2ccc(NS(=O)(=O)c3cn(C)cn3)cc2OC[C@@H](C)N(CC2CC2)C[C@@H]1C returned LGR2 inh 12, S100A4 MyoIIA -4, PGC1a acetyl inh 5, PAX8 reporter -12, ERAP1 inh -2, PglD DTNB -2, FN deposition inh 4 and EWS-Fli block 1.
For Cc1ccc(S(=O)(=O)Nc2ccc3c(c2)C(=O)N([C@H](C)CO)C[C@H](C)[C@@H](CN(C)C(=O)c2ccncc2)OCCCC[C@H](C)O3)cc1 the results were LGR2 inh 12, PGC1a acetyl inh 1, PAX8 reporter -13, PglD DTNB 2, FN deposition inh -5 and EWS-Fli block -14.
`N=c1ccn(CC(=O)NC(N)=O)c2ccccc12` gave LGR2 inh -7, S100A4 MyoIIA 1, PGC1a acetyl inh 0, ERAP1 inh 7, PglD DTNB 6, FN deposition inh -3 and EWS-Fli block -4.
Screening C[C@@H]1ON(C)[C@H]2C[C@H]3c4[nH]c5cccc(-c6cccc(F)c6)c5c4CCN3C(=O)[C@@H]12 returned LGR2 inh -8, S100A4 MyoIIA 5, PAX8 reporter 13, ERAP1 inh -2, FN deposition inh -3 and EWS-Fli block -2.
`COc1ccc(C(=O)c2oc3ccc(Br)cc3c2NC(C)=O)cc1` gave LGR2 inh 12, S100A4 MyoIIA -7&0, PAX8 reporter -2, ERAP1 inh -3, PglD DTNB 7&-6, FN deposition inh 4 and EWS-Fli block -12.
`O=C(C[C@@H]1C=C[C@H](NC(=O)c2ccc3c(c2)OCO3)[C@@H](CO)O1)NCc1ccc(Oc2ccccc2)cc1` gave LGR2 inh 3, S100A4 MyoIIA 20, PGC1a acetyl inh -1, PAX8 reporter 1, ERAP1 inh -3, PglD DTNB -2 and EWS-Fli block 10.
`O=C1Nc2cnc(Cl)nc2Nc2ccc(Cl)cc21` gave LGR2 inh -17, S100A4 MyoIIA 1, PAX8 reporter -8, ERAP1 inh 0, FN deposition inh 5 and EWS-Fli block -10.
For Nc1nc(COC(=O)c2ccco2)nc(Nc2ccccc2)n1 the results were LGR2 inh -75, S100A4 MyoIIA -1, PGC1a acetyl inh -6, PAX8 reporter -76, ERAP1 inh -2, PglD DTNB 1, FN deposition inh 0 and EWS-Fli block -87.
Screening Cc1cccc(N(Cc2ccccc2)C(=O)c2ccc(F)c(S(=O)(=O)N3CCOCC3)c2)c1 returned LGR2 inh 16, S100A4 MyoIIA 2, PAX8 reporter 9, ERAP1 inh 1, PglD DTNB 0, FN deposition inh 4 and EWS-Fli block 5.
For COc1ccc(CN2CCN(CCSc3ccc(C)cc3)CC2)c(OC)c1OC the results were LGR2 inh -7, S100A4 MyoIIA 2, PAX8 reporter 24, ERAP1 inh -1, PglD DTNB 9, FN deposition inh -5 and EWS-Fli block 21.
Screening O=S(=O)(Nc1ccc(N2CCOCC2)cc1)c1c(F)cc(F)cc1Br returned LGR2 inh 12, S100A4 MyoIIA 24, PGC1a acetyl inh -17, PAX8 reporter 13, ERAP1 inh -2, PglD DTNB -2, FN deposition inh 1 and EWS-Fli block 7.
Screening CC#CC(=O)N1CCC(C(=O)Nc2ccc(Oc3ccccc3)nc2)CC1 returned LGR2 inh -17, S100A4 MyoIIA 1, PAX8 reporter -119, ERAP1 inh -2, PglD DTNB -2 and FN deposition inh 1.
CC(C)(C)c1ccc(/C=N/N2C(=O)CSC2=S)cc1 was read as LGR2 inh -5, S100A4 MyoIIA -33, PGC1a acetyl inh -4, PAX8 reporter 8, ERAP1 inh 2, PglD DTNB -1, FN deposition inh 0 and EWS-Fli block 10.
O=C(N[C@H]1CC[C@H](CCNS(=O)(=O)c2ccc(F)cc2)O[C@H]1CO)c1cccnc1 was read as LGR2 inh 8, S100A4 MyoIIA -9, PGC1a acetyl inh 4, PAX8 reporter 10, ERAP1 inh 0, PglD DTNB 5 and EWS-Fli block -1.
